cytoskel mod = cytoskeleton assembly modification; HUVEC TNFa F-actin phalloidin imaging, high content; inhibition, % at 2 µM; hit rate 0.18% among 91,000; AID 836;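 active means inhibition above the batch mean plus 3 SD and confirmed as a hit by visual image inspection, cut at about 30% in these data, passing the limit was not always enough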; further: strong numbers were not always called active
HUVEC prolif 384 = human endothelial cell proliferation inhibition; HUVEC proliferation, CellTiter-Glo luminescence, 72 h; hits give low values; viability, % at 10 µM (by protocol); hit rate 1.1% among 86,000; AID 648;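 active means viability at or below 30%; inactive means viability above 30%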;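 further: 100% = median luminescence of DMSO-only cell control wells on each plate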
PTK2B oligo ant = Pyk2 (human) oligomerization antagonism; z-score (the deposit names both 25 µM and 10 µM); Q14289; AID 1347419; Q293 cells, Pyk2 FERM NanoBiT luminescence; hits give low values; hit rate 0.83% among 99,000;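 active means Z-score of -3 or lower, scaled per plate to the spread of control and sample wells; inactive means z-score above -3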;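 further: negative z-score means lost luminescence so less FERM oligomerization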
Target sequence (Q14289 whole entry, looked up): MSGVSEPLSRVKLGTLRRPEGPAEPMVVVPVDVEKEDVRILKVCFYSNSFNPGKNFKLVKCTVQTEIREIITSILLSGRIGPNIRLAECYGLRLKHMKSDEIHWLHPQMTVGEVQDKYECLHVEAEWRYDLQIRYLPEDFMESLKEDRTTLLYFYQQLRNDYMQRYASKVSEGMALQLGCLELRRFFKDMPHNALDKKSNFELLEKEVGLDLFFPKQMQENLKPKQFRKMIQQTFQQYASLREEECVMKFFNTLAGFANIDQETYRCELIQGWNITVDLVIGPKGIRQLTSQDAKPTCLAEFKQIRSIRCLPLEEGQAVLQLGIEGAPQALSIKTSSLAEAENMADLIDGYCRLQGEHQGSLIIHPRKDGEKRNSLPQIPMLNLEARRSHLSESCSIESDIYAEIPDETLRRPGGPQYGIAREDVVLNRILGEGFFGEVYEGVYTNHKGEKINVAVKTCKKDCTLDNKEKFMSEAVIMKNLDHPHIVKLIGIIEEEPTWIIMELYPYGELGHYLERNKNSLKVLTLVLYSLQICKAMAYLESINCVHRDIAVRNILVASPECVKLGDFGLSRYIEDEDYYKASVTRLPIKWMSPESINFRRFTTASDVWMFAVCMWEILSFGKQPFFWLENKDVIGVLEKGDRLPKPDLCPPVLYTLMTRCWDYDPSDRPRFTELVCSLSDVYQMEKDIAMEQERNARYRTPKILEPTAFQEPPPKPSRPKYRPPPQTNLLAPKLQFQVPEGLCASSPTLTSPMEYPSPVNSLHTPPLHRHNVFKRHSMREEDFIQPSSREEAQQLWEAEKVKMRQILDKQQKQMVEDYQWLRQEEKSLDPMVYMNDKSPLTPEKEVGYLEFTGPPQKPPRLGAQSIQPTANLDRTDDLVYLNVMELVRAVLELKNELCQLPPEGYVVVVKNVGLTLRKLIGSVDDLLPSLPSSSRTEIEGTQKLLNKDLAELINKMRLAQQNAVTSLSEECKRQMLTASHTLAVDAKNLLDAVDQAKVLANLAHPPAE
HUVEC tox IL1B = HUVEC cytotoxicity counter-screen, IL-1B stimulated; HUVEC cell count loss, Hoechst imaging; hit rate 0.41% among 94,000; AID 845; cell count reduction, % at 2 µM;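 active means cell count reduction more than 3 SD above the screen-wide mean, cut at about 70% in these data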;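 further: normalized per plate to untreated control cells as the no-loss baseline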
VCAM1 TNFa inh = reduces TNF alpha induced VCAM1 expression in HUVEC; HUVEC TNFa-induced VCAM-1 immunofluorescence, high-content imaging; hit rate 0.48% among 95,000; AID 802; inhibition, % at 2 µM;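 active means inhibition above the batch mean plus 3 SD, with images confirmed as a hit by eye, cut at about 37% in these data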;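 further: 0% = TNF-stimulated DMSO wells and 100% = unstimulated control wells; not every result past the cut was called active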
TNFa cytotox = HUVEC cytotoxicity counter-screen, TNF alpha stimulated | HUVEC TNFalpha-stimulated, Hoechst cell count, imaging | cell count reduction, % at 2 µM | hit rate 0.17% among 93,000 | AID 848;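 active means cell count reduction exceeding the screen mean by over 5 SD, scaled to untreated wells per plate, cut at about 78% in these data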;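 further: cells counted after 24 h of TNF alpha exposure following the 1 h pretreatment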
Fibroblast inh = blocks proliferation of human lung fibroblasts. LL 47 human lung fibroblast viability, ATP luminescence; hits give low values. viability, % at 10 µM. AID 719. hit rate 1.1% among 85,000;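 active means viability at or below 50% in the single dose screen; inactive means viability above 50%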;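 further: compound exposure lasted 72 h before the ATP readout; 100% = median luminescence of untreated cell-only wells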
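test system = LL 47 human lung fibroblasts | amount = 1,150 fibroblasts seeded per well | medium = 15% FBS in IMEM | times = overnight cell rest, 72 h compound treatment at 37 °C | measured by = CellTiter-Glo luminescence measuring cellular ATP | read-out = viability percentage against median untreated-cell control | benchmarks = cell-only wells, no compound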
H69AR inhibit = blocks growth of human H69AR lung tumor cells | hit rate 6% among 85,000 | AID 598 | viability, % at 10 µM | H69AR lung tumor viability, ATP luminescence, 72 h; hits give low values;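 active means viability at or below 40%; inactive means viability above 40%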;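 further: multidrug resistant small cell line overexpressing MRP-1 efflux transporter; 100% = mean luminescence of untreated control wells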
Smad3 FoxH1 inh = blocks human Smad3 binding to FoxH1 peptide; P84022; TR-FRET Smad3/Dy647-FoxH1 peptide binding, europium anti-His; inhibition, % at 25 µM; hit rate 0.29% among 88,000;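 active means compounds that reduce the energy-transfer binding signal between the protein and its labelled peptide by more than half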;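 further: 0% = Smad3 plus labelled peptide maximal FRET and 100% = peptide-only background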
Active calls of the source: *; · = not tested or not shown. Some of the compounds tested, so the mix of outcomes need not match the whole.

SMILES	cytoskel mod	HUVEC prolif 384	PTK2B oligo ant	HUVEC tox IL1B	VCAM1 TNFa inh	TNFa cytotox	Fibroblast inh	H69AR inhibit	Smad3 FoxH1 inh
Cc1ccc(C(=O)NNc2nc3ccccc3nc2C(F)(F)F)cc1	-16.2	·	-0.7	-33.6	16.1	-9.6	·	·	·
O=C(Cn1ccc2ccccc2c1=O)NCCC(=O)N1CCN(c2cccc(Cl)c2)CC1	19.2	84.4	0.62	19.1	-2.1	-16.1	95.1	100.6	0.7
Cc1ccc2cc(C#N)c(N3CCCN(S(=O)(=O)c4ccccc4)CC3)nc2c1C	4.3	78.0	0.19	21.8	-10.1	-5.6	100.2	76.6	9.0
Cc1c(NC(=O)CCCCCN2C(=O)C3C4C=CC(C4)C3C2=O)c(=O)n(-c2ccccc2)n1C (stereo not drawn)	·	97.8	·	·	·	·	94.5	102.3	11.3
Fc1ccc(Cn2nnc(-c3ccc(CN4CCOCC4)cc3)n2)cc1	8.6	101.4	-0.64	-18.4	-24.0	-20.4	88.3	94.2	-5.5
CC(C)NC(=O)Cn1cnc2c1c(=O)n(C)c(=O)n2C	-7.4	93.2	1.3	43.5	-1.7	-2.3	99.7	98.3	4.7
CCOC(=O)C(NCc1ccc(F)cc1)(NC(=O)c1ccccc1)C(F)(F)F (stereo not drawn)	0.5	98.2	0.07	-4.0	-31.6	-24.9	86.7	93.8	-6.1
COc1ccc(S(=O)(=O)N(C)CC(=O)NCc2cccnc2)cc1	-24.3	92.3	0.58	1.2	2.0	-9.3	99.0	93.0	-2.5
O=C(Nc1cccc2nsnc12)c1ccc(F)cc1	-2.6	69.2	-0.35	-3.1	-47.7	-29.0	91.9	85.8	4.1
CN(Cc1nc2ccccc2c(=O)[nH]1)CC(O)COCc1ccco1 (stereo not drawn)	18.8	110.5	1.68	9.7	-1.3	-6.9	97.6	92.4	11.1
Cn1c(CSCc2ccc(Cl)cc2)nnc1SCC(=O)Nc1nccs1	1.7	82.9	0.39	-3.4	7.8	-5.4	97.8	113.1	-6.5
NC(=O)C1C(c2ccccc2)=C1c1ccccc1	-2.6	99.4	0.99	4.0	-9.4	-14.5	100.3	99.7	0.4
Clc1ccc2c(c1)-c1nnc(Br)n1-c1ccccc1S2	8.5	86.8	-2.05	-38.9	-26.6	-35.6	89.8	90.6	-7.2
CCCCCN(C(=O)NC(=O)Nc1ccccc1OC)S(C)(=O)=O	-33.1	107.1	0.12	7.3	7.5	-6.0	103.6	93.8	1.9
O=c1c2ccccc2c(/C=N/n2cnnc2)c(O)n1-c1ccccc1	-3.8	93.8	-0.3	-34.2	-18.1	-17.4	90.9	94.6	5.5
CC1CN(CC(O)COc2ccc(C(=O)c3ccccc3)cc2)CC(C)O1 (stereo not drawn)	0.5	98.6	1.89	10.8	10.9	6.1	101.5	96.7	0.1
CCN(CC)S(=O)(=O)c1cc(C(=O)NC2CCCCC2)ccc1C	·	97.4	-0.88	·	·	·	·	42.3	0.8
COc1ccc2c(c1)CC/C(=C\c1ccc(OC)c(Cn3cccn3)c1)C2=O	7.0	·	-2.69	-12.1	-13.3	-19.2	·	·	-12.6
CCC(=O)c1cccc2c1N=CC1=C(CC(C)(C)CC1=O)N2	6.4	84.7	-1.65	-0.6	28.1	1.0	95.3	74.2	0.3
COc1ccccc1CNC(=O)COC(=O)C1=COCCO1	-28.3	100.4	0.82	-4.2	7.1	10.3	96.2	90.5	2.2
CCn1c(-c2cc3ccccc3cc2O)n[nH]c1=S	·	100.7	1.76	-14.5	1.1	-82.3	100.7	107.9	-5.0
COC(=O)CNC(=O)C(NC(=O)c1ccc(Cl)cc1)C(C)C (stereo not drawn)	3.4	·	-0.84	-33.3	6.1	13.4	·	·	·
O=C(C1CCCCC1)N(Cc1nc2sc3c(c2c(=O)[nH]1)CCCC3)Cc1cccs1	3.0	59.3	-1.2	-24.1	2.5	-14.3	94.7	66.5	6.6
Cc1ccc(Cl)cc1N1CCN(Cc2nnnn2C2CCCCC2)CC1	-7.1	67.9	-0.98	33.8	1.9	-24.7	89.2	82.0	-6.9
O=c1[nH]cnc2nn(-c3ccccc3)nc12	·	88.7	1.05	·	·	·	99.1	88.9	-1.0
CCCn1c(C(O)c2ccc(OCC)cc2)nc2ccccc21 (stereo not drawn)	-1.0	106.5	·	-3.4	-3.8	-10.7	100.7	59.0	-0.4
CCOC(=O)CCS(=O)(=O)c1ccc(-c2ccc(S(=O)(=O)CCC(=O)OCC)cc2)cc1	8.6	·	0.09	-11.4	16.5	-13.2	·	·	·
CC1=CC(=O)C=C(C)C1=NOS(=O)(=O)c1ccccc1	-2.1	1.1*	2.38	15.4	12.5	-2.2	1.4*	0.7*	-12.1
CC(C)(C)NC(=O)CSc1ccc(C(C)(C)C)cc1	11.8	90.7	0.29	-190.0	1.8	-11.3	102.1	89.3	-0.2
C=CCn1c(NC(=O)c2ccc(Br)o2)c(C(=O)OCC)sc1=S	-4.9	112.7	-0.41	6.8	-13.6	-3.2	94.3	99.7	2.5
O=C(OCC(=O)N1CCCC1)c1cccs1	·	107.6	0.04	-102.0	14.4	-14.7	107.0	101.1	3.6
C/C(=N\n1nnnc1Nc1ccccc1)c1ccc(N)cc1	·	99.8	·	·	·	·	124.6	88.5	-1.5
O=C(CN1CCN(c2ccc(Cl)cc2)CC1)N1CCCC1	8.3	·	-1.18	6.5	-35.2	-8.8	·	·	·
Fc1ccc(CN2CCN3CCCC3C2C2CCCCC2)cc1F (stereo not drawn)	5.5	·	0.09	-12.0	-8.6	0.4	·	·	·
CCOC(=O)c1cnc(SC)nc1Oc1cccc(NS(=O)(=O)c2ccc(Cl)cc2)c1	18.9	·	-0.56	-18.4	16.5	-36.5	·	·	·
O=C(OCc1nc2ccccc2s1)c1cnccn1	6.6	82.4	-0.54	6.4	0.5	-3.5	88.7	77.7	5.5
CCS(=O)CCSC(=N)N (stereo not drawn)	2.9	91.7	1.41	4.1	12.1	-11.0	95.9	103.9	12.4
Cc1cccc(OCC(=O)OCC(=O)c2c(N)n(C)c(=O)n(C)c2=O)c1	9.1	92.6	-0.34	-17.5	8.2	-50.4	104.6	81.5	-3.4
COc1ccc(OC)c(Nc2nc(-c3sc(C)nc3C)cs2)c1	10.1	58.3	-1.58	17.5	4.2	-14.0	94.5	25.6*	10.6
CC(C)OC(=O)c1nn2c(C(F)(F)F)cc(-c3ccc(Br)o3)nc2c1Br	-14.1	76.7	1.26	-30.5	-18.3	6.2	75.8	35.4*	4.9
CCc1ccccc1NC(=O)CN(C)Cc1nc(N)nc(Nc2ccccc2C)n1	-10.3	98.8	-0.82	-5.3	9.5	28.0	109.3	95.9	-6.1
COc1cccc(-c2nc(CS(=O)CC(=O)NCc3ccccc3)c(C)o2)c1 (stereo not drawn)	·	90.2	·	·	·	·	99.4	98.8	8.2
CCOC(=O)c1cnc(-n2nc(C)cc2C)nc1NCc1ccccc1	-48.9	69.6	-0.9	-53.0	91.8*	75.6	73.4	2.4*	6.7
O=C(Nc1ccc(Cl)cn1)c1cc2ccccc2o1	11.4	92.8	-0.26	-6.2	6.6	-23.3	86.8	87.4	3.1
O=C(O)C1CCCN1S(=O)(=O)c1cc(Cl)ccc1Cl (stereo not drawn)	-4.8	97.5	0.94	20.5	-45.3	-16.1	106.2	69.1	-3.8
CC(C)OC(=O)/C(=C\C=C\c1ccccc1)NC(=O)c1ccccc1	7.7	·	0.85	33.3	-22.6	·	·	·	·
c1ccc(NC2=Nc3ccccc3CC2)cc1	7.8	95.9	-0.86	11.7	-13.3	-11.6	93.0	89.8	8.6
CN(C(=O)CCc1nc2ccccc2s1)c1ccccc1	6.7	·	0.63	-3.5	-5.5	-21.3	·	·	·
CN1CCc2nc(NC(=O)c3cccc(OC(F)F)c3)sc2C1	1.6	85.7	1.73	45.6	24.5	40.9	102.5	85.1	9.4
CN(C(=O)c1cccc(N2C(=O)C3CC=CCC3C2=O)c1)C1CCCCC1 (stereo not drawn)	·	93.6	0.24	-10.8	·	·	103.1	92.6	-6.5
c1ccc(-c2nc3cc(Oc4ccc5oc(-c6ccccn6)nc5c4)ccc3o2)nc1	·	94.7	·	·	·	·	97.0	95.2	-0.8
Cn1nccc1C(=O)N1CCN(c2ccc(F)cc2)CC1	1.9	100.0	-0.04	-3.1	8.3	-17.1	100.2	105.3	2.3
O=C(NCc1ccco1)c1cccn2c(=O)c3c4c(sc3nc12)CCCC4	14.4	·	0.78	11.8	23.1	23.0	·	·	·
N#CC1=C(N)Oc2cc3ccccc3cc2C1c1cccs1 (stereo not drawn)	29.0	59.5	-1.43	·	10.8	-24.8	86.5	21.0*	-1.0
CC(=NC(C)C)C1=C(O)CCC1=O	·	107.3	-0.14	·	·	·	99.1	93.7	6.1

Of the compounds above, 9 contain a Cl atom:
SMILES	cytoskel mod	HUVEC prolif 384	PTK2B oligo ant	HUVEC tox IL1B	VCAM1 TNFa inh	TNFa cytotox	Fibroblast inh	H69AR inhibit	Smad3 FoxH1 inh
O=C(Cn1ccc2ccccc2c1=O)NCCC(=O)N1CCN(c2cccc(Cl)c2)CC1	19.2	84.4	0.62	19.1	-2.1	-16.1	95.1	100.6	0.7
Cn1c(CSCc2ccc(Cl)cc2)nnc1SCC(=O)Nc1nccs1	1.7	82.9	0.39	-3.4	7.8	-5.4	97.8	113.1	-6.5
Clc1ccc2c(c1)-c1nnc(Br)n1-c1ccccc1S2	8.5	86.8	-2.05	-38.9	-26.6	-35.6	89.8	90.6	-7.2
COC(=O)CNC(=O)C(NC(=O)c1ccc(Cl)cc1)C(C)C (stereo not drawn)	3.4	·	-0.84	-33.3	6.1	13.4	·	·	·
Cc1ccc(Cl)cc1N1CCN(Cc2nnnn2C2CCCCC2)CC1	-7.1	67.9	-0.98	33.8	1.9	-24.7	89.2	82.0	-6.9
O=C(CN1CCN(c2ccc(Cl)cc2)CC1)N1CCCC1	8.3	·	-1.18	6.5	-35.2	-8.8	·	·	·
CCOC(=O)c1cnc(SC)nc1Oc1cccc(NS(=O)(=O)c2ccc(Cl)cc2)c1	18.9	·	-0.56	-18.4	16.5	-36.5	·	·	·
O=C(Nc1ccc(Cl)cn1)c1cc2ccccc2o1	11.4	92.8	-0.26	-6.2	6.6	-23.3	86.8	87.4	3.1
O=C(O)C1CCCN1S(=O)(=O)c1cc(Cl)ccc1Cl (stereo not drawn)	-4.8	97.5	0.94	20.5	-45.3	-16.1	106.2	69.1	-3.8

Compound activity as filed in PubChem BioAssay.
